High-throughput results from PubChem.
MPTP inh: permeability transition pore inhibition. inhibition, % at 10 µM. isolated mouse mitochondria, Ca2+ swelling absorbance, 30 min. 360,000 tested, 1.4% active. AID 602449;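 active = inhibition of 50% or more, scaled per plate between neutral and stimulator controls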;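 also: 0% = DMSO wells given calcium and 100% = 1 mM EGTA wells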
ATG4B inhibitor: inhibitors of human ATG4B cysteine protease; Q9Y4P1; ATG4B cleavage of LC3-PLA2, NBD-HPC fluorescence, 1 h; inhibition, % at 8.33 µM; 340,000 tested, 0.51% active; AID 504462; in the data active = inhibition above about 40%
PfGluPho inh: PfG6PD (Plasmodium falciparum) enzyme inhibition; inhibition, % at 20 µM; AID 504690; 350,000 tested, 0.78% active; PfGluPho enzyme, NADPH resazurin-diaphorase fluorescence;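 active = inhibition reaching at least a set limit at 20 µM in the primary screen, cut at about 59% in these data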;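 also: 0% = DMSO wells with substrate and 100% = DMSO wells lacking glucose-6-phosphate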
SENP7 block: inhibitors of human SENP7 protease | inhibition, % at 5 µM | recombinant SENP7, Z-RLRGG-aminoluciferin luminescence, 40 min | Q9BQF6 | 330,000 tested, 1.5% active;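 active = inhibition above about 50% at the single test dose, limit read from the data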;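 also: plate controls were DMSO with enzyme for no effect and no enzyme buffer wells for full effect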
HKDC1 inhibitor: HKDC1 (human) hexokinase inhibition. inhibition, % at 20 µM. 340,000 tested, 0.16% active. recombinant HKDC1, G6PDH/diaphorase resazurin coupled fluorescence. Q2TB90;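 active = inhibition above about 35% when tested at 20 µM, limit read from the data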;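 also: plate controls were DMSO wells with enzyme for no effect and DMSO wells lacking enzyme for full effect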
Target sequence (Q2TB90 whole entry, looked up): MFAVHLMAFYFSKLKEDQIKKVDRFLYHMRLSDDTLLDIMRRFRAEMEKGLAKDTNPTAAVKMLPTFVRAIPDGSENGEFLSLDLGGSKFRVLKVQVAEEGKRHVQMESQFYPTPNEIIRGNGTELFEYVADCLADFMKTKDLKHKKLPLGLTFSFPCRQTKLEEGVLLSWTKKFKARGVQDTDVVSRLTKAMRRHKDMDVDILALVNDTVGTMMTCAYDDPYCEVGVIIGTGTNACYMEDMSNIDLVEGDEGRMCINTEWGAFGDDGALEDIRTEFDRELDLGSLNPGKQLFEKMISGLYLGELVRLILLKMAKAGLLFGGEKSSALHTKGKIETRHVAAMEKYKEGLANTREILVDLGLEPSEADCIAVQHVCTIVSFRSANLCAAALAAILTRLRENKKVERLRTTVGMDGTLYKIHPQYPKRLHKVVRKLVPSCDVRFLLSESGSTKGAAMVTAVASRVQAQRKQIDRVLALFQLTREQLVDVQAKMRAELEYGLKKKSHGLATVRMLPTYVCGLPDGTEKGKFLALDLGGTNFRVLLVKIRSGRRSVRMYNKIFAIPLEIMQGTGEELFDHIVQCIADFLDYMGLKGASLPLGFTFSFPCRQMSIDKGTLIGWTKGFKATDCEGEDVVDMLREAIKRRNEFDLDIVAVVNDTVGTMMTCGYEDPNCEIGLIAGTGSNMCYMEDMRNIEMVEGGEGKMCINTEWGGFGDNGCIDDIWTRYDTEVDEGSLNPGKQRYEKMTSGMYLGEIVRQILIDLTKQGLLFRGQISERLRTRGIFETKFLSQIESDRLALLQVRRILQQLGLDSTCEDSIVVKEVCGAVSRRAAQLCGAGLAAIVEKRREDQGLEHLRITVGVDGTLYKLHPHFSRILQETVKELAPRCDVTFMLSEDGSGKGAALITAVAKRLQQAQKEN
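Material – in-house recombinant HK5 (HKDC1) enzyme · Quantity – HKDC1 at 5 µg/mL · Buffer or medium – pH 8.0 Tris buffer with 10 mM MgCl2 · Reagent – glucose with 1 mM ATP · Dosing – single 20 µM dose · Times – reaction time 90 min, room temperature, protected from light · Technique – resorufin fluorescence at 613 nm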
SENP6 inh: SENP6 protease inhibition | inhibition, % at 10 µM | 330,000 tested, 1.8% active | Recombinant SENP6 catalytic domain, aminoluciferin luminescence | Q9GZR1;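 active = inhibition above about 50% at the single tested dose, limit read from the data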;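 also: plate controls were DMSO wells with enzyme for no effect and DMSO wells lacking enzyme for full effect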
SENP8 block: inhibitors of human SENP8 protease; AID 602440; 360,000 tested, 0.64% active; recombinant SENP8, Nedd8 substrate fluorescence; Q96LD8; inhibition, % at 20 µM; in the data active = inhibition mostly above about 40%, no sharp cut-off; inactive = mostly below about 27%
Target sequence (Q96LD8 whole entry, looked up): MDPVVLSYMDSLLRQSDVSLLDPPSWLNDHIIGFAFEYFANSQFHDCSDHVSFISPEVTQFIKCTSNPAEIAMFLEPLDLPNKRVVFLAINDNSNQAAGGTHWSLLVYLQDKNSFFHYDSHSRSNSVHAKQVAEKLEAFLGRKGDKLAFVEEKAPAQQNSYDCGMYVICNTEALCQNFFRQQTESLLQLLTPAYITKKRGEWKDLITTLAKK
NR3A LBD binder: modulators (binders) of human NR3A ligand-binding domain; NR3A LBD differential scanning fluorimetry, Tm shift; 0% = protein alone, 100% = glycine-bound protein; Tm shift relative to glycine control, % at 25 µM; 340,000 tested, 2.5% active;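 active = melting temperature shift of at least 10% of the positive control shift, at one fixed dose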
An asterisk follows results filed as active; . = not tested or not shown.

SMILES	MPTP inh	ATG4B inhibitor	PfGluPho inh	SENP7 block	HKDC1 inhibitor	SENP6 inh	SENP8 block	NR3A LBD binder
CN1CCN(CC(=O)Nc2nc3ccccc3s2)CC1	-1.6	4	-11	-3	-2	3	8	2
COc1ccc(N2CCN(C(=O)c3[nH]c4ccc(OC)cc4c3C)CC2)cc1	0.8	-9	2	0	0	-1	-14	-2
C=CCN(c1ccc(C(N)=O)cc1)S(C)(=O)=O	-1.0	-5	-9	1	-9	-15	10	2
CC(=O)Nc1ccc(S(=O)(=O)Nc2cccc(-c3nc4cc(C)ccc4o3)c2)cc1	96*	-8	-14	-2	0	-15	-118	16*
CCOC(=O)C1CCCN(S(=O)(=O)c2cccs2)C1 (centres undefined)	-0.5	1	14	3	-10	5	4	0
CC1CC(C)(C)CC2(C1)NC(=O)N(CC(=O)NCC(c1ccco1)N1CCCCC1)C2=O (centres undefined)	0.6	-8	13	-3	-2	1	10	0
CCOc1ccc(CC(=O)N2CCN=C2SCc2ccc([N+](=O)[O-])cc2)cc1	-1.2	-9	3	6	-2	2	24	-2
O=c1oc2cc(O)ccc2s1	0.1	-3	35	2	0	2	13	2
COc1ccc2[nH]c3c(Cl)ncnc3c2c1	0.4	4	-2	2	-4	9	-274	-26
CCOC(=O)C1C(=O)C=C(c2ccc(OC)cc2)CC1c1ccco1 (centres undefined)	1.0	3	3	4	1	-3	-116	-1
N#CC1(N2CCN(C(=O)c3ccccc3)CC2)CCCCC1	0.3	-1	5	0	-7	1	6	1
COC(=O)c1ccc(S(=O)(=O)NCc2cccc(OC)c2)n1C	-2.2	-4	-6	1	-7	-10	13	-2
CC[n+]1c(/C=C2\Sc3ccccc3N2C)ccc2cccc(C)c21	106*	16	20	.	-40	.	4	-3
CS(=O)(=O)N1CCN(c2ncccn2)CC1	0.3	-6	4	15	-1	-2	-4	1
CCCCn1c(N)c(N(CCC(C)C)C(=O)c2ccccc2C)c(=O)[nH]c1=O	0.2	-14	6	-1	-6	-16	5	3
CCCNC(=O)CS(=O)Cc1nc(-c2ccc(OC)cc2)oc1C (centres undefined)	0.9	-3	-4	14	-2	-6	16	0
O=C(NCc1cccc(CNC(=O)C(=O)NCc2ccco2)c1)C(=O)NCc1ccco1	-0.3	2	4	3	22	-14	2	1
COc1ccc(C2=NN(S(C)(=O)=O)C(c3cccs3)C2)cc1 (centres undefined)	-1.6	-3	4	46	1	-10	11	1
Cc1ccc(C(=O)Nc2ccc(S(=O)(=O)NC3=NCCCCC3)cc2)cc1S(=O)(=O)N1CCOCC1	0.9	-3	-9	2	0	-11	-4	1
CC(=N\NC(=O)c1ccccc1)/C(=N/O)C(=O)Nc1ccccc1	3.2	-1	-34	1	2	-22	8	1

A draw from above in order of count of non-hydrogen atoms, low to high.
SMILES	MPTP inh	ATG4B inhibitor	PfGluPho inh	SENP7 block	HKDC1 inhibitor	SENP6 inh	SENP8 block	NR3A LBD binder
COc1ccc2[nH]c3c(Cl)ncnc3c2c1	0.4	4	-2	2	-4	9	-274	-26
CN1CCN(CC(=O)Nc2nc3ccccc3s2)CC1	-1.6	4	-11	-3	-2	3	8	2
CCOc1ccc(CC(=O)N2CCN=C2SCc2ccc([N+](=O)[O-])cc2)cc1	-1.2	-9	3	6	-2	2	24	-2

Back to the main list, repeating the six entries before the break.
SMILES	MPTP inh	ATG4B inhibitor	PfGluPho inh	SENP7 block	HKDC1 inhibitor	SENP6 inh	SENP8 block	NR3A LBD binder
CCCCn1c(N)c(N(CCC(C)C)C(=O)c2ccccc2C)c(=O)[nH]c1=O	0.2	-14	6	-1	-6	-16	5	3
CCCNC(=O)CS(=O)Cc1nc(-c2ccc(OC)cc2)oc1C (centres undefined)	0.9	-3	-4	14	-2	-6	16	0
O=C(NCc1cccc(CNC(=O)C(=O)NCc2ccco2)c1)C(=O)NCc1ccco1	-0.3	2	4	3	22	-14	2	1
COc1ccc(C2=NN(S(C)(=O)=O)C(c3cccs3)C2)cc1 (centres undefined)	-1.6	-3	4	46	1	-10	11	1
Cc1ccc(C(=O)Nc2ccc(S(=O)(=O)NC3=NCCCCC3)cc2)cc1S(=O)(=O)N1CCOCC1	0.9	-3	-9	2	0	-11	-4	1
CC(=N\NC(=O)c1ccccc1)/C(=N/O)C(=O)Nc1ccccc1	3.2	-1	-34	1	2	-22	8	1
CN(C)CC/C=C1/c2cc(F)ccc2Sc2ccc(Cl)cc21	-3.0	27	20	-3	-1	-11	-3	2
O=P(COCCCCCOCP(=O)(c1ccccc1)c1ccccc1)(c1ccccc1)c1ccccc1	1.6	-5	-12	-6	15	13	9	4
CCOc1cc(/C=N/NC(=O)CSc2nnc(C)s2)ccc1OCc1ccccc1Cl	5.4	-10	-14	5	-4	-9	22	-1
COc1ccc(CCNC(=O)c2cccc3ccccc23)cc1OC	-0.5	-5	4	-11	-5	-5	18	1
CC(C)(C)c1ccc(C(=O)Nc2cccc(-n3cnnn3)c2)cc1	3.0	-11	35	-14	5	-9	11	-5
Cc1ccc(N2NC(=O)/C(=C/C=C/c3ccco3)C2=O)cc1C	2.1	-4	-2	-3	21	4	14	-1
Cc1oc(-c2ccccc2Cl)nc1CN1CCCC1c1ccc(F)cc1 (centres undefined)	1.9	14	27	7	0	22	-20	-1
COc1ccc(C(=O)NN/C(C)=C/C(=O)C(F)(F)C(F)(F)C(F)(F)F)cc1	44	-3	-19	3	-7	-9	4	-1
COc1cccc(CC2(CO)CCN(S(=O)(=O)N(C)C)CC2)c1	-1.0	21	-13	-2	-4	-1	16	1
CCN1CCN(C(=S)NC(=O)c2cccc(Br)c2)CC1	0.1	3	11	-1	-2	-13	-2	-1
COc1ccc2cc(C(=O)C3CCCN(Cc4cnc(N5CCOCC5)s4)C3)ccc2c1 (centres undefined)	1.1	7	18	3	-2	-20	-92	0
Fc1cccc2sc(N3CCOCC3)nc12	-1.2	-5	-9	4	-5	-23	3	0
COC(=O)c1cc2c(cc1Cl)N1CCCCCC1=NS2(=O)=O	0.1	-4	-5	0	-7	12	26	1
Cc1c(-c2ccc(OCc3ccccc3)cc2)nc2ccccc2c1C(=O)O	-0.8	-11	-6	-6	-4	-5	-38	1
CN(Cc1ccccc1)C(=O)c1nc[nH]c1C(=O)N1CCc2ccccc2C1	3.6	-4	-12	-12	1	-2	5	0
O=C(NCC1CCCO1)c1ccc(F)c2ccccc12 (centres undefined)	-0.9	-1	9	-15	0	9	8	0
CCC(C(=O)Nc1ccccc1-c1ccccc1)c1ccccc1 (centres undefined)	2.1	17	6	-3	2	-6	15	0
COC(=O)c1sccc1NC(=O)CC1NCCNC1=O (centres undefined)	1.3	-15	4	-8	4	-11	18	2
O=C(O)c1ccc(S(=O)(=O)Nc2cccc(CP(=O)(c3ccccc3)c3ccccc3)c2)cc1	0.1	-7	-27	5	-24	-7	14	-2
C=C1CC(COc2ccc3c(C)c(Cl)c(=O)oc3c2)(c2ccccc2)OC1=O (centres undefined)	0.8	3	28	.	15	.	-495	0
O=[N+]([O-])c1ccc(CSc2nc3ccccc3[nH]2)cc1	4.8	-3	34	61*	-8	58*	18	1
OC(Cc1ccncc1)c1ccccc1Cl (centres undefined)	0.4	3	0	.	-9	.	10	2
CCOc1ccc(NC(=O)CSc2nc(-c3cccs3)cc(C(F)(F)F)n2)c([N+](=O)[O-])c1	4.1	3	-8	1	-7	0	24	-1
O=C1CCC(C(=O)NCCCn2ccnc2)N1 (centres undefined)	-1.1	5	7	1	-8	-5	3	3
Cc1sc2nc(C3CC3)nc(N3CCN(S(=O)(=O)c4ccc(F)cc4)CC3)c2c1C	1.0	14	-5	4	4	7	24	-3
CCN(Cc1ccccc1)C(=O)CN1C(=S)NC(C)(C)CC1C (centres undefined)	0.5	-5	4	-2	-5	1	19	5
Cc1cc(Br)c(NC(=O)COC(=O)CSc2nnc(-c3ccc(Cl)cc3)o2)c(Br)c1	-0.6	12	2	-11	-4	-25	7	1
CCC(C)C(NC(=O)C(C)NC(=O)CNC(=O)OC(C)(C)C)C(N)=O (centres undefined)	1.3	12	-5	7	9	11	-5	0
O=C1c2cccnc2C(=O)N1Cc1ccc(Cl)cc1	-0.7	-17	-6	-1	-3	-11	29	-1
CCOC(=O)C[n+]1ccc2c([nH]c3ccccc32)c1C	0.4	5	-15	-5	-4	3	-456	0
CCCCNCCOCCOc1ccc(Cl)cc1Br	0.6	3	-11	-1	-12	-3	19	-8
CCc1ccc(-c2cc(C(F)(F)F)n3nc(C(=O)Nc4c(C)nn(Cc5ccc(F)cc5)c4C)cc3n2)s1	-0.5	-3	7	5	-6	11	-300	-1
CC(=O)c1ccc(Oc2cc(C(F)(F)F)cnc2C(N)=O)cc1	-0.3	17	-9	-1	10	3	5	-2
Cc1ccc(-c2nnc(SC(C)C(=O)NCC3CCCO3)nc2-c2ccc(C)cc2)cc1 (centres undefined)	0.3	2	-4	-10	-2	1	10	2
NS(=O)(=O)c1ccc(CNC(=S)NC2CCCC2)cc1	-1.1	4	-4	3	-10	-26	11	1
O=C(CN1C(=O)NC(Cc2c[nH]c3ccccc23)C1=O)NC1CC1 (centres undefined)	1.9	-4	-1	-7	-6	5	22	0
CC(C)[C@H](NC(=O)c1ccccc1F)C(=O)Nc1ccc(F)c(F)c1	0.4	5	2	-5	0	5	7	-1
Cc1cc(C)cc(C(=O)N2CC(=O)Nc3ccccc32)c1	-7.7	-1	11	7	5	-2	2	1
O=C(CNC(=O)c1ccc(Br)o1)Nc1ncccc1O	-1.4	-6	3	16	4	3	7	0
CCN1CCN(CCCNC(=O)CCc2nc(-c3ccc(OC)cc3)no2)CC1	3.6	5	-1	-5	-6	-9	14	-1
Cc1ccc(C(=O)NCCc2csc(C)n2)cc1	-1.1	8	9	1	2	-12	16	2
CC(=O)Nc1cccc(Oc2ccc3c(c2)C(=O)N(CCC(=O)O)C3=O)c1	-2.7	-1	-30	6	4	-11	20	0
CCN(CC)S(=O)(=O)c1cccc(C(=O)NN2Cc3ccccc3C2=N)c1	0.3	3	-6	-14	-3	11	13	-1
CC(C)(C)C(=O)Nc1ccc(F)cc1[N+](=O)[O-]	1.3	7	-13	3	-2	7	21	1
O=c1[nH]c2nc(Cl)nc(Cl)c2[nH]1	-0.9	-11	4	.	-3	.	0	-7
Cc1ccc(/C=c2/sc3nnc(-c4ccccc4Cl)n3c2=O)o1	1.4	1	18	-3	-2	-11	-3	3
CCOC(=O)C1(C)NC(c2ccco2)C2C(=O)N(C)C(=O)C21 (centres undefined)	-1.3	6	2	-8	-6	10	13	-2
CN(CC(=O)Nc1ccc(Cl)cc1)C(=O)c1cc(-c2cccs2)nn1-c1ccccc1	-1.6	-4	19	1	4	4	14	0
O=S(=O)(NCCOc1cccc2cccnc12)c1ccc(F)cc1	0.1	-14	22	0	2	5	4	3
COc1cccc(CN(C)C(=S)Nc2cccc(C)c2)c1	0.4	13	5	-1	-12	-8	7	2
O=C(NCCC1=CCCCC1)c1ccc(CN2CCOCC2)cc1	10	-9	5	3	-8	-5	35	-1
CCc1ccc(N2C(=O)c3sc4nnc(-c5ccccc5)c(=O)n4c3C2=O)cc1	-5.7	-18	17	15	13	-3	-27	-8
COc1ccc(Cl)cc1NS(=O)(=O)c1ccc2c(c1)NC(=O)CCS2	-0.9	-4	-9	-13	-1	-17	4	-4
Cc1ccccc1OCc1nc2ccccc2c(=O)n1/N=C/c1ccco1	-0.1	-2	4	2	-2	9	15	-1
O=C(NC1CCCCCC1)c1ccc(S(=O)(=O)NCc2ccco2)cc1	-0.1	-10	-5	2	-11	2	-1	-2
Cc1ccc(C2NC(=O)NC(O)(C(F)(F)F)C2C(=O)c2ccccc2)o1 (centres undefined)	0.9	6	-2	0	-7	-3	16	-2
CCC1(c2ccccc2)C(=O)N=C(N)N(C#N)C1=O (centres undefined)	-1.8	-11	-3	.	-4	.	15	0
Cc1ccccc1NC(=O)c1ccc(C)c(S(=O)(=O)N2CCN(C)CC2)c1	-1.1	-1	-19	-5	0	-3	-2	2
O=C(Nc1ccc(F)c(F)c1)c1cnc(-c2ccccc2)nc1-c1ccccc1	72*	2	-8	5	-2	10	2	2

SENP7 block, what is marked active above.
molecule	MPTP inh	ATG4B inhibitor	PfGluPho inh	SENP7 block	HKDC1 inhibitor	SENP6 inh	NR3A LBD binder
O=[N+]([O-])c1ccc(CSc2nc3ccccc3[nH]2)cc1	4.8	-3	34	61*	-8	58*	1
